Screening data from PubChem BioAssay.
M4 ag: CHRM4 agonism in calcium assay; P08173; 360,000 tested, 0.14% active; activation, % at 3 µM; AID 624127; CHO-K1 hM4/Gqi5, Fluo-8 calcium fluorescence; vehicle 0%, full acetylcholine response 100%;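 active = activation above the run mean over all test wells plus 3 SD, cut at about 32% in these data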;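 also: peak over basal fluorescence ratio per well then scaled between controls; 0% = DMSO wells and 100% = acetylcholine at EC100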
Target sequence (P08173 whole entry, looked up): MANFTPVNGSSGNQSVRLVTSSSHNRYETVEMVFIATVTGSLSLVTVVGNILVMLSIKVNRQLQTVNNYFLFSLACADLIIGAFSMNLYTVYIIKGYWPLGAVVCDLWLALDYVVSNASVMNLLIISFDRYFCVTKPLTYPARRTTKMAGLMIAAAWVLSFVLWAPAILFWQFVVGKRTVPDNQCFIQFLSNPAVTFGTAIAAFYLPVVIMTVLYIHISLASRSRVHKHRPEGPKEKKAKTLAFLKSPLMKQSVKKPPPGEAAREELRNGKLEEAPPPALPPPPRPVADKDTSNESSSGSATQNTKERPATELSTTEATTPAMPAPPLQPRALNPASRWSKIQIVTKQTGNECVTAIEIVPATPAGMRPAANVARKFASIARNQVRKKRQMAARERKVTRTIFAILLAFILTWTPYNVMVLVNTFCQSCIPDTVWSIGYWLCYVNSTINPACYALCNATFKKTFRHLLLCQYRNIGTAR
CRFR2-BP ag: agonists of human CRF-binding protein/CRF-R2 receptor complex; AID 588473; activation, % at 13.2 µM; 350,000 tested, 0.46% active; HEK293 CRF-R2/CRF-BP, calcium dye fluorescence (FLIPR); percent of saturating CRF peptide response;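 active = activation of at least 50%, plus an integration ratio under a set limit after plate pattern correction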;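 also: plate controls were neutral control wells without compound for no effect and CRF at EC100 for full effect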
CRFR2-BP antag: blocks CRF-induced signaling of the CRF-BP/CRF-R2 complex; HEK293 CRF-R2/CRF-BP, CRF-induced calcium fluorescence; inhibition, % at 11.8 µM; 350,000 tested, 0.59% active;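 active = inhibition of the ligand-induced calcium signal above about 50% at the single tested concentration, limit read from the data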
M5 PAM: potentiates acetylcholine response at human M5 receptor; P08912; CHO-K1 hM5, Fluo-8 calcium, ACh EC20 PAM; 0% = ACh EC20, 100% = ACh EC100; activation, % at 3 µM; 360,000 tested, 0.3% active; AID 624038;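 active = activation above the run cutoff, the mean activation of all test compounds plus 3 SD, cut at about 18% in these data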
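Assay system: CHO-K1 hM5 cells / Incubation: Fluo-8 loading 80 min at 37 °C plus 30 min room temperature / Technique: Fluo-8 calcium dye fluorescence, kinetic read / Repeats: single replicate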
M4 PAM: positive allosteric modulators of human muscarinic M4 receptor. CHO-K1 hM4/Gqi5, Fluo-8 calcium fluorescence, ACh EC20; 0% = ACh EC20, 100% = maximal ACh. activation, % at 3 µM. 360,000 tested, 0.4% active. AID 624126;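 active = activation above its plate's cutoff, the mean activation of sample wells plus 3 SD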; also: some results filed as inactive read as strong as hits
CHRM5 agonist: agonists of human muscarinic M5 receptor (CHRM5) | activation, % at 3 µM | P08912 | 360,000 tested, 0.19% active | CHO-K1 hM5 cells, Fluo-8 calcium fluorescence; 0% DMSO wells, 100% maximal acetylcholine response;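 active = activation above the run's mean over test compounds plus 3 SD, cut at about 23% in these data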;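 also: signal is peak over basal fluorescence ratio across the kinetic read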
M5 antag: blocks acetylcholine activation of human M5 receptor. P08912. CHO-hM5 cells, Fluo-8 calcium fluorescence, ACh EC80. inhibition, % at 3 µM. 360,000 tested, 0.59% active;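 active = inhibition above a per-plate cutoff, the mean of that plate's test compounds plus 3 SD, cut at about 27% in these data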;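 also: 0% = acetylcholine EC80 with DMSO and 100% = DMSO without agonist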
CHRM4 antagonist: CHRM4 antagonism in calcium assay; 360,000 tested, 0.73% active; inhibition, % at 3 µM; CHO-hM4 cells, ACh EC80, Fluo-8 calcium fluorescence; AID 624125;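 active = inhibition above its plate's cutoff, the mean inhibition of sample wells plus 3 SD, cut at about 27% in these data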;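 also: 0% = acetylcholine EC80 with DMSO and 100% = DMSO without agonist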
CHRM1 PAM: positive allosteric modulators of human M1 muscarinic receptor | CHO-K1 hM1, Fluo-8 calcium fluorescence, ACh EC20; 0% = ACh EC20, 100% = maximal ACh | activation, % at 3 µM | 360,000 tested, 0.088% active; in the data active = activation above about 19%, passing the limit was not always enough
Target sequence (P11229 whole entry, looked up): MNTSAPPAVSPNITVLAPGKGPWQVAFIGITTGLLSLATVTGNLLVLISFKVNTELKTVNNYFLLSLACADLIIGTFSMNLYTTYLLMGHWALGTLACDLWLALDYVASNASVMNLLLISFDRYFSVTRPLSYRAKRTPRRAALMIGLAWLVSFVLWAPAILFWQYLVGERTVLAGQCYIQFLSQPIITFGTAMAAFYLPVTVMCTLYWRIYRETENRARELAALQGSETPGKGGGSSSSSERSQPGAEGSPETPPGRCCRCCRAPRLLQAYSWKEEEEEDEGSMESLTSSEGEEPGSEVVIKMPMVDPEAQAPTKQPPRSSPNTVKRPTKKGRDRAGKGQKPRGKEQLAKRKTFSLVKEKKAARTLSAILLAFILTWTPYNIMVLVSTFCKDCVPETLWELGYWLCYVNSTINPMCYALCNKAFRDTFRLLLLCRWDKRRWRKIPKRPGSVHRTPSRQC
* marks the source's active call; other numbers are inactive results; . = not tested or not shown.

CHRM4 antagonist	CRFR2-BP antag	M5 PAM	M4 ag	CHRM1 PAM	M4 PAM	CHRM5 agonist	CRFR2-BP ag	M5 antag	canonical_smiles
3	-9	6	0	0	4	1	4.3	-4	COc1cccc(C(=O)CN(C(=O)c2ccc(Cl)cc2Cl)N2C(=O)c3ccccc3C2=O)c1
6	7	4	1	1	-8	-1	2.6	-1	COc1ccc(N2C(=O)CC(N3CCN(Cc4ccc5c(c4)OCO5)CC3)C2=O)cc1 (configuration not stated)
8	12	-3	1	-7	-9	-1	-0.9	6	O=C(O)c1ccc(NS(=O)(=O)c2ccc(NC(=O)c3ccccc3Cl)cc2)cc1
-11	25	1	1	7	4	-6	-2.0	-12	Nc1ccccc1Nc1ccc([N+](=O)[O-])cc1[N+](=O)[O-]
-5	27	4	1	0	9	-3	-3.3	-8	COc1ccc(C(=O)/C=C/c2cccs2)c(OC(=O)c2cccc([N+](=O)[O-])c2)c1
-4	-1	-25	8	2	-6	-1	-2.5	0	CCOC(=O)c1c(C)n(C)c2ccc(OC)c(NC(=O)CN3CCSCC3)c12
-2	-28	-11	1	-5	4	-10	-0.2	6	O=C(Cn1cnc2ccccc21)NC(c1ccccc1)c1ccccc1
5	-31	-12	4	-3	-12	-2	-1.3	-5	Cc1ccc(C)c(C(=O)COC(=O)c2cc([N+](=O)[O-])ccc2NCCO)c1
-24	14	-14	2	-26	3	-1	-0.1	1	CCN(CC)CCNC(=O)c1ccc(NC(=O)COc2ccc3c(c2)CCC3)cc1
-14	-7	-3	1	-3	-6	-4	-0.7	-6	CC(C)Cc1cc(C(=O)Nc2ccc(F)cc2F)no1
-6	4	-4	1	15	5	-1	1.3	4	COc1ccccc1NC(=O)C(C)OC(=O)C1CC(=O)N(Cc2ccco2)C1 (configuration not stated)
-7	9	-2	1	5	2	-4	-0.1	0	CCn1c(SCC(=O)Nc2nc(C)cs2)nnc1C(C)NC(=O)c1ccccc1 (configuration not stated)
0	-1	-1	1	-2	13	-3	-0.5	-8	Cc1ccnc(NS(=O)(=O)c2ccc(N3C(=O)Nc4ccccc4N3O)cc2)c1
5	-12	-1	0	-2	3	1	-1.5	4	CCCCNC(=O)c1nn2c(C(F)(F)F)cc(-c3ccc(OC)cc3)nc2c1Br
0	-10	0	2	14	22*	0	5.9	7	Cn1c(SCC(=O)c2ccccc2)ncc(C(=O)Nc2ccc(F)cc2)c1=O
-2	11	2	0	3	2	-1	-1.1	-5	Cc1ccc(OCC(=O)Nc2ccc3c(c2)OCO3)c([N+](=O)[O-])n1
-4	0	0	2	9	3	0	1.5	3	OCCCNCc1cccc2ccccc12
-1	-44	3	0	-4	4	3	-1.9	-10	CC(=O)Cc1nsc(NC(=O)c2cc(-c3cccc(C(F)(F)F)c3)oc2C)n1
-2	8	-12	5	7	-2	-5	-1.1	0	Cc1cccc(S(=O)(=O)Nc2ccc3c(c2)OCCO3)c1
-8	9	-8	0	0	-3	-6	-1.6	5	CCN(CC)c1ccc2c(C)c(-c3ccc(N)cc3)c(=O)oc2c1
-9	-26	-7	0	2	-12	-5	-0.5	-2	Cc1cccc(Nc2nnc(SCC(=O)c3ccc(Br)s3)s2)c1C
-5	6	6	0	15	9	-5	-5.2	8	Nc1ccc2c(c1)Cc1cc(N)c(Cl)cc1-2
-3	-17	-3	2	5	2	-4	1.5	16	COc1ccccc1C(=O)NC(=S)Nc1ccc(NC(=O)c2ccco2)cc1
3	-10	-7	11	-16	-8	0	1.6	10	c1ccc(CN2CCC(CNc3ncnc4ccccc34)C2)cc1 (configuration not stated)
-2	5	0	8	-7	-4	2	1.3	6	COc1cc(C(C2=C(O)CC(C)(C)CC2=O)C2C(=O)CC(C)(C)CC2=O)cc(OC)c1OC (configuration not stated)
4	.	-1	2	5	-5	2	.	1	CC(=O)Nc1cccc(-c2cc3c(c4c2ccn4C)C2CCC3O2)c1 (configuration not stated)
5	4	5	0	-2	2	6	-1.6	2	CCCCC(=O)NNC(=S)NC(=O)c1ccc([N+](=O)[O-])cc1
-1	3	-4	1	9	12	3	-1.4	11	CC1=NN(c2ccc([N+](=O)[O-])cc2)C(=O)C1
-29	6	-4	3	11	-1	0	-1.4	7	CN(CC(=O)Nc1ccccc1Cl)C(=O)COc1cccc2c1OC(C)(C)C2
-8	-7	1	0	11	4	2	-1.1	-3	CCCCN1C(=O)C(CC(=O)NC2CCCCC2)CC(C(=O)N(C)C)=C1C (configuration not stated)
-10	-4	5	0	9	14	1	-0.3	-1	CC(=O)Nc1ccc(S(=O)(=O)NCCC(=O)OCC(=O)NCc2ccccc2)cc1
-22	-24	15	0	7	10	7	-1.4	-7	Nc1nc(NCC2CCCO2)nc(Nc2ccccc2F)c1[N+](=O)[O-] (configuration not stated)
2	46	-1	0	5	-3	3	3.2	8	CC1CCC(NC(=O)CSc2nnnn2C)CC1 (configuration not stated)
9	-5	6	0	5	13	-2	-1.2	8	Cc1cc(O)cc(=O)n1Cc1ccco1
2	3	-5	1	12	-1	-4	-2.3	-10	Cc1ccc(/C=C2\NC(=S)NC2=O)cc1[N+](=O)[O-]
-1	-1	0	1	18	6	3	-0.9	5	O=C(N/N=C/c1ccc([N+](=O)[O-])cc1)c1cc(-c2ccc3c(c2)OCO3)n[nH]1
-6	9	-3	1	-7	4	-1	1.6	0	Cc1cc(C)n2nc(SCC#N)nc2n1
6	-8	9	2	11	4	-1	-2.6	-7	COc1ccc(NC(=O)COC(=O)/C=C/C(=O)OCC(=O)Nc2ccc(OC)c(Cl)c2)cc1Cl
14	4	-11	0	-1	0	-6	1.4	12	Cc1c(N/C=C/C(=O)c2ccc(Cl)cc2)c(=O)n(-c2ccccc2)n1C
2	12	-6	2	8	-2	-5	-1.5	-6	O=C(NCc1ccco1)C(=O)c1c[nH]c2ccccc12
12	14	2	9	5	2	1	4.0	-9	COc1cc2sc(-c3ccccc3OC)c(-c3ccc(OCCN4CCOCC4)cc3)c2cc1OC
-9	15	-9	5	2	-3	3	0.1	11	COc1ccc(S(=O)(=O)N2CCOC23CCN(S(=O)(=O)c2ccc([N+](=O)[O-])cc2)CC3)cc1
11	8	4	1	10	3	-2	1.7	8	CC(C(=O)N1CCCc2ccccc21)N1CCN(c2ccccn2)CC1 (configuration not stated)
-10	.	2	0	6	-3	-1	.	-7	O=C(/C=C/[C@H]1O[C@@H](n2cnc3c(NC(=O)c4ccccc4)ncnc32)[C@H](O)[C@@H]1O)NCCCc1ccccc1
-4	0	-3	0	4	6	-3	4.0	12	CCOC(=O)c1ccc(-c2c(-c3ccc(OC)cc3)oc(=O)c3cc(OC)c(OC)cc23)cc1F
-2	11	-5	3	7	1	-11	0.0	12	O=C(CN1CCN(S(=O)(=O)/C=C/c2ccccc2)CC1)Nc1ccccc1N1CCOCC1
-10	-4	0	0	8	7	-3	-1.5	-2	CCN(CC)C(=O)C1=C(C)N(Cc2ccc(F)cc2)C(=O)C(CC(=O)NCC2CCCCC2)C1 (configuration not stated)
3	-10	-1	0	3	-8	-2	-0.4	10	C/C(=N\NC(=O)NC1CCCCC1)c1ccc(OC(F)F)cc1OC(F)F
-5	-2	0	0	19	15	0	4.7	6	COC(=O)CN1C(=O)[C@H]2[C@@H](/C=C/c3ccccc3)N3C(=O)CN(Cc4ccc(-c5ccccc5)cc4)C(=O)[C@@]3(C)[C@H]2C1=O
21	.	-9	28	-10	-11	1	.	10	c1ccc(COc2ccc(-c3cc4nc(NCCCn5ccnc5)ccn4n3)cc2)cc1

(more compounds)
CHRM4 antagonist	CRFR2-BP antag	M5 PAM	M4 ag	CHRM1 PAM	M4 PAM	CHRM5 agonist	CRFR2-BP ag	M5 antag	canonical_smiles
4	5	-2	0	5	4	2	0.2	1	CCCn1c(=O)n(C)c(=O)c2c(SC(C)C(=O)NCC3CCCO3)nc(CC(C)C)nc21 (configuration not stated)
-16	-2	3	1	10	3	-3	0.1	1	COc1cccc(C2C(C#N)=C(N)N(N(C)C)C3=C2C(=O)CC(C)(C)C3)c1 (configuration not stated)
-9	18	0	0	4	1	1	-3.3	3	CCOC(=O)C(C)Oc1cccc2c(=O)n(CC(=O)N3CCN(C(=O)OCC)CC3)ccc12 (configuration not stated)
1	-11	-1	2	17	14	5	0.4	2	O=S(=O)(N1CCCCC1)N1CCCN(S(=O)(=O)N2CCCCC2)CC1
6	-18	2	10	4	3	-2	0.8	0	Cc1ccc(-n2cc(CNC(C)c3cnn(C)c3C)c(-c3ccc(F)cc3)n2)cc1 (configuration not stated)
7	-46	3	-1	9	4	0	0.3	-2	CCC(CC)c1nnc(NC(=O)/C=C/c2ccco2)s1
-4	0	-4	5	10	8	-1	-0.4	9	CC(C)c1csc(CN2CCC(n3nccc3NC(=O)Cc3ccccc3)CC2)n1
-5	18	0	1	9	9	-9	-4.3	6	COc1ccc(N2CCN(C(c3ccc4ncccc4c3)c3nnnn3C(C)(C)C)CC2)cc1 (configuration not stated)
-11	1	-6	2	4	8	-2	0.6	17	CCCCCCCCCCCCN1C/C(=C\C(=O)OCC)c2ccccc2S1(=O)=O
-2	10	4	1	8	10	-2	-1.8	-6	O=C(Nn1c(-c2ccccc2)nc2ccccc2c1=O)C1CCC1
-6	3	3	1	8	3	-5	-0.5	6	O=C(COC(=O)c1cccs1)NC1CCCCC1
2	20	8	1	15	5	2	-2.2	-2	Cc1cccc(S(=O)(=O)Nc2nc3ccccc3nc2NCC2CCCO2)c1 (configuration not stated)
2	-2	-6	11	2	-12	3	-0.8	18	CC(=O)CC(=O)Nc1ccc(C(N)=O)cc1
4	4	4	0	15	1	2	-0.1	7	COC(=O)/C(NC(C)=O)=C(\C)c1ccc(Cl)cc1
-2	22	-11	4	0	-2	0	0.4	1	Cc1cc(S(=O)(=O)Nc2ccc3c(c2)n(C)c(=O)n3C)ccc1F
-5	3	0	0	13	3	-1	0.4	1	Cc1cc(=O)[nH]c2c(N=Nc3ccc(O)cc3)c(N)nn12
12	-12	-3	6	9	-5	1	2.5	7	O=C(COC(=O)c1n[nH]c2ccccc12)NC(=O)NCc1ccco1
1	-3	0	2	-9	-5	-6	-0.8	1	O=C(NCc1cccc(F)c1)C1CCN(S(=O)(=O)Cc2ccccc2)CC1
2	14	1	1	1	3	0	-0.1	3	CCS(=O)(=O)N1CCCC(C(=O)NCCc2ccccc2)C1 (configuration not stated)
9	-14	0	-2	5	-1	-3	-0.1	5	Cc1ccc(OCCn2c(=O)oc3ccc(C)cc32)cc1
0	-10	1	2	6	3	-2	1.4	-3	CCCNC(=O)C(=O)NCC(c1ccc2c(c1)OCO2)N1CCN(c2ccc(F)cc2)CC1 (configuration not stated)

Exported field by field: 3 of the compounds above
> Cc1cc(O)cc(=O)n1Cc1ccco1
  CHRM4 antagonist: 9
  CRFR2-BP antag: -5
  M5 PAM: 6
  M4 ag: 0
  CHRM1 PAM: 5
  M4 PAM: 13
  CHRM5 agonist: -2
  CRFR2-BP ag: -1.2
  M5 antag: 8

> Cc1ccc(/C=C2\NC(=S)NC2=O)cc1[N+](=O)[O-]
  CHRM4 antagonist: 2
  CRFR2-BP antag: 3
  M5 PAM: -5
  M4 ag: 1
  CHRM1 PAM: 12
  M4 PAM: -1
  CHRM5 agonist: -4
  CRFR2-BP ag: -2.3
  M5 antag: -10

> O=C(N/N=C/c1ccc([N+](=O)[O-])cc1)c1cc(-c2ccc3c(c2)OCO3)n[nH]1
  CHRM4 antagonist: -1
  CRFR2-BP antag: -1
  M5 PAM: 0
  M4 ag: 1
  CHRM1 PAM: 18
  M4 PAM: 6
  CHRM5 agonist: 3
  CRFR2-BP ag: -0.9
  M5 antag: 5

Hits appear at their usual frequency (roughly 2.6% active in at least one column).
